Screens as filed in PubChem BioAssay.
GC-A act – GC-A (human) enzyme activation; P16066; HEK293 GC-A cells, cGMP TR-FRET, EC30 ANP; 0% at EC30 ANP, 100% saturating ANP; activation, % at 10 µM; actives 0.14% (n = 370,000); AID 1671463; in the data active means activation above about 40%
ssDAF12 agonist – S. stercoralis DAF-12 activation, primary screen; actives 1% (n = 370,000); HEK293 ssDAF-12/GRIP1 lit1-tk-luc reporter, luminescence; % of 3 µM dafachronic acid response; activation, % at 6.8 µM;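 active means activation above the mean over all tested compounds plus 3 SD, cut at about 0.9% in these data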;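 further: 0% = DMSO-only wells and 100% = 3 µM delta7-dafachronic acid wells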
hgDAF-12 ag – hgDAF-12 agonism, primary luciferase screen; HEK293 GAL4-hgDAF12 UAS-luciferase reporter, agonist luminescence; normalized to butyrate control; activation, % at 6.8 µM; actives 1.8% (n = 370,000); AID 687014;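 active means activation above a cutoff set at the mean of all screened compounds plus 3 SD, cut at about 10% in these data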;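 further: 0% = DMSO wells and 100% = sodium butyrate wells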
proKLK7 act – proKLK7 (human) activation, primary screen; AID 652039; purified proKLK7, EDANS-DABCYL substrate fluorescence; 100% is mature enzyme control, 0% vehicle; actives 0.9% (n = 370,000); P49862; activation, % at 7 µM;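 active means activation above the mean of all tested compounds plus 3 SD, computed per campaign excluding outliers beyond control limits, cut at about 13% in these data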
Target sequence (P49862 whole entry, looked up): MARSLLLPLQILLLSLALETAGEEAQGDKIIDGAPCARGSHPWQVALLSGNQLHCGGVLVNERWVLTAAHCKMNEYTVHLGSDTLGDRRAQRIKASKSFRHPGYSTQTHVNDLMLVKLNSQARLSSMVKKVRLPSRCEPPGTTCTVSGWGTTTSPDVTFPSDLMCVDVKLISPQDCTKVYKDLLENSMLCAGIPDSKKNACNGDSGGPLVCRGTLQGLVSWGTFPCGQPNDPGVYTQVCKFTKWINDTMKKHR
hcDAF12 agonist – H. contortus DAF-12 activation, primary screen; HEK293 hcDAF-12 lit1-tk-luc reporter, luminescence; 0% DMSO, 100% Δ7-dafachronic acid; activation, % at 6.8 µM; actives 1.4% (n = 370,000);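 active means activation above the mean of all tested compounds plus 3 SD, cut at about 5.5% in these data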;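 further: 100% = response to 3 µM Δ7-dafachronic acid high control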
DAX1 inh-1 – inhibits human nuclear receptor DAX1. P51843. HEK293 Gal4-DAX1 luciferase reporter, luminescence. inhibition, % at 6.75 µM. actives 0.99% (n = 340,000). AID 504766;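 active means inhibition above the mean over all tested compounds plus 3 SD, cut at about 4.2% in these data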;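 further: 0% = DAX1-transfected cells with DMSO and 100% = empty-vector control cells with DMSO; inhibition shows as a rise in luminescence from relieved DAX1 repression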
Target sequence (P51843 207-470 limits assumed): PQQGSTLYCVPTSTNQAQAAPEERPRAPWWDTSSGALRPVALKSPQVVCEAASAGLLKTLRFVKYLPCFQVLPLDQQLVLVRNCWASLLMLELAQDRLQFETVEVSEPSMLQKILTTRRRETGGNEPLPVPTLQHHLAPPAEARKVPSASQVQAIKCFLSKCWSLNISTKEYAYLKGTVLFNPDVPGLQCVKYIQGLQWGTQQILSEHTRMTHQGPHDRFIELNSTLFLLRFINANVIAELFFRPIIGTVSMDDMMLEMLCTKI
GAA850 FXN act – activators of GAA850 frataxin (FXN) promoter. HEK293 lucGAA850 FXN promoter luciferase reporter, 24 h; percent of 10 µM SAHA response. actives 0.56% (n = 360,000). activation, % at 6 µM;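 active means activation above the average of all compounds screened plus 3 SD, cutoff fixed separately per campaign, cut at about 7.5% in these data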;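 further: 0% = DMSO wells and 100% = 10 µM SAHA wells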
DAX1 inh-2 – blocks DAX1 repression of SF-1 activated StAR promoter; AID 652010; inhibition, % at 6.8 µM; actives 1.1% (n = 370,000); HEK293T StAR-luciferase reporter, SF-1/DAX-1 repression relief;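 active means inhibition above the mean over all tested compounds plus 3 SD, cut at about 3.6% in these data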;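 further: 0% = DAX-1 cells with DMSO and 100% = cells lacking DAX-1 with DMSO; higher inhibition means more luminescence from relief of DAX-1 repression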
HGIII-sPLA2 inh – Blocks human group III sPLA2 activity; Q9NZ20; QFRET BODIPY PC-A2 liposome hydrolysis, fluorescence; inhibition, % at 12.2 µM; actives 0.56% (n = 370,000); AID 743126;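 active means inhibition above mean plus 3 SD of compounds lying within the high and low control bounds, cut at about 19% in these data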;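 further: 0% = median of test compound wells and 100% = no enzyme DMSO wells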
Target sequence (Q9NZ20 whole entry, looked up): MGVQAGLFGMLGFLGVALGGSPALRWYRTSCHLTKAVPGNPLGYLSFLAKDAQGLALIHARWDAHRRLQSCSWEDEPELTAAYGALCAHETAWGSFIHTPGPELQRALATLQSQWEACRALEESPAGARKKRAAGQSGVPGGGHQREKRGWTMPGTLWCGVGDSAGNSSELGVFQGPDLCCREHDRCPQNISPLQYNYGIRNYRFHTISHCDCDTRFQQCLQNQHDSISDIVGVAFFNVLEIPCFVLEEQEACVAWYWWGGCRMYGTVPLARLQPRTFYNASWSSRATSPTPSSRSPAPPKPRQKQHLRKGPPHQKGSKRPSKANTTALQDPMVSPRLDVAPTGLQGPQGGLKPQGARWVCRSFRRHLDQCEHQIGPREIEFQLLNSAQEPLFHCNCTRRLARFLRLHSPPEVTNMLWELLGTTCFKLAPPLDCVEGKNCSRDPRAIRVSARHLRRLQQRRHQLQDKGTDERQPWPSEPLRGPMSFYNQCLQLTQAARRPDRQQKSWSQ
SMARCA2 act – increases SMARCA2 function in MMTV reporter cells; MG213 cells, MMTV-luciferase reporter, dexamethasone, overnight; activation, % at 9.1 µM; actives 1% (n = 370,000); in the data active means activation above about 7.8%;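 further: 0% = vehicle wells and 100% = reference activator wells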
NPR2 activator – GC-B (human) receptor activation; P20594; HEK293-GC-B cells, CNP EC30, cGMP TR-FRET; 0% at EC30 CNP, 100% saturating CNP; activation, % at 10 µM; actives 0.11% (n = 370,000); AID 1920062;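 active means activation at 10 µM reaching about 35% in either raw or pattern-adjusted values, limit read from the data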
The depositor's hits bear a star; nt = not tested or not shown.

SMILES | GC-A act | ssDAF12 agonist | hgDAF-12 ag | proKLK7 act | hcDAF12 agonist | DAX1 inh-1 | GAA850 FXN act | DAX1 inh-2 | HGIII-sPLA2 inh | SMARCA2 act | NPR2 activator
COc1ccc(/C=C/C(=O)OCC(=O)Nc2cccc(S(=O)(=O)NC3=NCCCCC3)c2)cc1 | -1.7 | -1.0 | 0.2 | 0.3 | 0.1 | 0.7 | 1.3 | -0.4 | -13.9 | 0.4 | 2.2
CCc1cccc2c(C(=O)COC(=O)C3=NNC(=O)CC3)c[nH]c12 | -3.5 | -1.0 | -1.0 | -0.1 | 1.0 | 0.0 | 0.8 | 0.3 | -4.1 | 1.4 | 4.6
COc1c(C)cc(C(=O)C2CCCN(C(=O)c3ccc4[nH]ccc4c3)C2)cc1C (stereo unspecified) | -6.4 | -1.0 | -0.2 | 0.8 | 0.9 | -0.3 | -0.6 | 0.4 | -14.9 | -6.2 | -8.9
CC(=O)N(c1ccccc1)C1SC(=O)N(c2ccccc2)C1=O (stereo unspecified) | 4.5 | -1.2 | 0.9 | -0.5 | 3.1 | 0.4 | 1.6 | 0.4 | 1.3 | -0.7 | -0.9
Cc1ccc(SCc2nnc(NC(=O)c3ccccc3)s2)cc1 | 2.0 | -1.2 | -1.7 | -0.8 | -0.5 | -0.2 | 2.8 | -0.8 | 0.5 | -1.7 | -0.1
O=C(Nc1cc2c3c(c1)CC(=O)N3CCC2)c1c(F)cccc1F | -0.9 | -1.7 | -1.3 | 0.1 | 0.2 | -0.9 | 0.6 | -2.1 | -1.9 | -2.6 | 3.0
O=C(c1ccco1)N1CCN(Cc2c(F)cccc2Cl)CC1 | -0.8 | -0.9 | 3.0 | 0.3 | 1.7 | 0.3 | 1.6 | 0.6 | 3.2 | 8.8* | 2.4
CN(CCc1ccccc1)C(=O)c1ccc(NC(=O)Cc2ccc(NC(=O)C3CCN(C(=O)C4CCCC4)CC3)cc2)cc1 | 0.7 | -0.8 | 4.4 | 0.6 | -2.6 | -2.2 | -0.4 | -1.8 | -45.2 | -6.0 | 3.7
FC(F)(F)c1nc2ncc(Cl)cc2[nH]1 | 1.0 | -1.1 | -1.7 | -0.3 | -0.9 | -1.2 | -1.3 | -0.3 | 1.9 | -0.4 | 0.5
Cc1cnc([N+](=O)[O-])n1CCOC(=O)NC(=O)c1cccc(F)c1 | -0.1 | -0.9 | -1.5 | -0.2 | -0.7 | -0.3 | 0.9 | 0.0 | 3.9 | 3.2 | 0.9
CC(=O)c1ccc(-c2ccc(C(=O)NC3CCCCCC3)o2)cc1 | 0.0 | -1.8 | 0.1 | -0.7 | -1.3 | 0.0 | -1.0 | 0.1 | 4.9 | -4.5 | 0.2
CCC1CCCCN1CCCNC(=O)CCCOc1cc(=O)n(C)c2ccccc12 (stereo unspecified) | 1.4 | -0.7 | -3.5 | -0.6 | -0.6 | -1.5 | 3.1 | 0.7 | 1.5 | -0.9 | 9.1
CC/C(=N\NS(=O)(=O)c1ccc(C)cc1)c1ccco1 | 1.4 | -1.1 | -0.6 | -0.2 | -0.2 | -0.4 | -0.6 | 0.4 | -2.2 | -1.8 | 7.7
Cc1ccc(C(=O)NNC(=S)NC(=O)c2ccco2)cc1 | -2.5 | -0.2 | 0.3 | -0.2 | 1.9 | 0.3 | -0.4 | -1.5 | 21.8* | -0.1 | 1.3
Cn1c(C(=O)OC(C(=O)NC2CCCCC2)c2ccncc2)cc2sccc21 (stereo unspecified) | -4.8 | -0.7 | -0.5 | 0.1 | -0.4 | -0.8 | -3.3 | -0.1 | 2.6 | -1.5 | 1.4
COc1cccc(C(c2c(C)[nH]n(-c3ccccc3)c2=O)c2c(C)[nH]n(-c3ccccc3)c2=O)c1OC | 6.8 | -0.6 | -2.0 | 0.6 | 2.5 | -1.0 | 0.2 | 0.0 | -7.5 | -3.6 | 4.6
O=C(CCCSc1nc2ccccc2[nH]1)N1CCN(c2ccccc2)CC1 | 0.8 | -1.6 | -0.9 | 2.7 | -1.3 | 0.0 | -0.2 | -0.1 | -4.3 | 2.6 | 1.2
CCCNC(=O)NC(C)C12CC3CC(CC(C3)C1)C2 (stereo unspecified) | 2.5 | -1.7 | 2.7 | 0.1 | -0.8 | 0.6 | -0.8 | 0.1 | 2.0 | -1.5 | 1.4
O=[N+]([O-])c1ccc(NC(=S)NCCc2ccc(F)cc2)cc1 | 12.9 | -0.2 | 1.9 | -0.2 | 0.4 | 0.8 | -1.1 | -1.0 | -13.6 | -8.6 | 6.6
COCCN(CCOC)c1nc(-c2ccc(C)cc2)nc2ccccc12 | -17.9 | -0.4 | 0.5 | -1.3 | 3.5 | -1.5 | 3.2 | -0.2 | 1.3 | 3.4 | -7.3
Nc1n[nH]c2cc(=O)n(-c3cccc(C(F)(F)F)c3)nc12 | -1.6 | -1.6 | -1.4 | 0.5 | 2.0 | -1.8 | 0.1 | 0.1 | -7.4 | -5.3 | -2.2
CCCCn1c(N)c(N(CCOC)C(=O)CCCc2nc3ccccc3s2)c(=O)[nH]c1=O | 3.6 | -0.8 | -1.8 | 0.1 | 0.2 | -2.2 | 2.4 | -0.9 | 9.5 | -4.2 | -2.9
CCc1cccc(CC)c1NC(=S)NCC(c1cccnc1)N(C)C (stereo unspecified) | 3.0 | -1.5 | -0.9 | -0.1 | -2.3 | -0.4 | 3.4 | -0.8 | 6.2 | 0.7 | -0.3
CC(C)Cn1c(CN(Cc2ccccc2)Cc2ccccc2)nc2c1c(=O)n(C)c(=O)n2C | -15.2 | -1.4 | 0.8 | -0.2 | 0.8 | -0.1 | -1.0 | 0.5 | -10.3 | -4.0 | -9.9
CCN(CC)C(=O)C1=C(C)N(Cc2ccc(OC)cc2)C(=O)C(CC(=O)NC2CC2)C1 (stereo unspecified) | -5.0 | -0.1 | -0.3 | -0.5 | 0.3 | 0.6 | -0.4 | 1.0 | 6.7 | 6.1 | -4.3
COc1ccc(Cl)cc1NC(=S)N1CCC(c2ccc(C)cc2)C1 (stereo unspecified) | 2.6 | -1.4 | 1.9 | 0.0 | -1.3 | 0.8 | 2.2 | 0.1 | 7.0 | -2.1 | -4.8
COc1ccc(S(=O)(=O)NN=C2CCCCC2)cc1 | 1.1 | -1.3 | -1.7 | -0.4 | -1.4 | -0.6 | -1.0 | -0.8 | -7.4 | 5.2 | 5.2
Cn1c(NCc2ccccc2)nc2c1c(=O)n(Cc1ccc(Br)cc1)c(=O)n2C | 6.1 | -0.9 | -3.0 | 0.2 | -1.5 | 0.4 | -3.0 | 0.7 | -8.2 | -0.1 | 9.6
CC(C)N(Cc1nc(-c2ccc3c(c2)OCO3)no1)CC1CCC(=O)N1 (stereo unspecified) | -0.4 | -1.5 | 3.0 | 0.5 | -0.5 | 0.1 | 0.9 | -0.2 | -7.4 | -3.0 | 2.4
COc1ccc(OC)c(Nc2nc3ccccc3n3cnnc23)c1 | -0.1 | -0.8 | 1.9 | 0.1 | -2.7 | 2.5 | -3.0 | -0.9 | -1.6 | 3.8 | -9.4
COc1ccc(C)cc1Nc1nc(C)nc2sc(C)cc12 | -7.7 | -1.3 | 2.8 | 0.3 | 0.2 | 1.6 | 0.0 | -1.3 | 8.5 | -2.9 | 0.4
CC(C)(C)c1ccc(CC(=O)N2CCC2(C)C(=O)NS(=O)(=O)c2cccc(F)c2)cc1 (stereo unspecified) | -4.5 | -1.4 | 3.7 | 0.5 | -0.4 | nt | 0.1 | -0.3 | -8.2 | -2.2 | 1.4
Cc1nn(CC(=O)NCc2cc3ccccc3[nH]2)c(C)c1[N+](=O)[O-] | 2.9 | 0.0 | 1.9 | -0.1 | 9.4* | 2.0 | 0.5 | 0.2 | -16.3 | 4.4 | -2.6
CCOc1ccc2oc(C(=O)NCC(C)(C)CN(C)C)c(C)c2c1 | 2.4 | -0.9 | 1.4 | 3.2 | -1.0 | -0.2 | -0.2 | 0.7 | 1.3 | 2.4 | 2.1
NC(N)=NCCCC(NC(=O)c1ccccc1)C(=O)Nc1ccc2ccccc2c1 (stereo unspecified) | 6.0 | -0.8 | 3.8 | 0.1 | -2.1 | -1.1 | -1.1 | 0.1 | 1.0 | -6.0 | 2.1
COc1ccc(Cn2c(-c3ccc(C)cc3)nc3c(c(=O)c4ccccc4n3C)c2=O)cc1 | 22.3 | -1.7 | 1.5 | -0.4 | -0.8 | 0.3 | 0.6 | -0.2 | 4.9 | -2.7 | 27.4
O=C(CN1C(=O)c2ccccc2S1(=O)=O)NCc1ccco1 | 0.7 | -0.5 | 1.6 | 0.4 | -0.8 | -0.1 | 2.8 | -0.2 | -0.6 | 1.4 | 4.6
CSc1ccccc1NC(=S)NC1CCCCC1 | -0.7 | -0.9 | 2.4 | 0.0 | 0.2 | -0.2 | -0.9 | -0.2 | 10.6 | 2.0 | 0.0
O=C(CN1CCN(Cc2ccccc2)CC1)NCCNc1ccc([N+](=O)[O-])cn1 | -0.7 | -1.0 | 0.0 | -0.8 | -1.4 | 0.1 | -0.4 | 0.9 | -1.0 | -1.9 | 0.9
CCCNC(=O)c1ccccc1NC(=O)c1ccccc1SC | -2.5 | -1.1 | -0.4 | -0.9 | -2.2 | -1.4 | 0.7 | -0.5 | 0.4 | -4.2 | 0.6
COc1cc(CN2CC(=O)N(c3ccc(C)cc3)C2=S)cc(OC)c1OC | -1.0 | -1.5 | -2.1 | 0.4 | 0.5 | -0.8 | 0.9 | -0.8 | -106.1 | -5.1 | -2.6
COc1ccc(OCC(=O)NCCc2c[nH]c3ccccc23)cc1 | -2.7 | -0.3 | 3.8 | -0.6 | -0.3 | -0.3 | 1.0 | -1.0 | -46.5 | 2.5 | -4.5
CCCCC(=O)Nc1cccc(-c2csc(-c3ccccc3)n2)c1 | -2.2 | -1.2 | 4.4 | 0.6 | -2.0 | 0.5 | 3.0 | 0.2 | -28.5 | 0.6 | 0.2
C=CCn1c(C)cc(C(=O)CN2C(=O)c3ccccc3C2=O)c1C | 9.8 | -0.3 | 1.3 | 0.3 | 0.7 | 0.4 | -2.6 | 3.9* | 3.8 | 1.4 | 3.8
CN(C)CCCC(C)(O)C(C)(C)c1ccccc1 (stereo unspecified) | -3.7 | -1.0 | -1.8 | -0.7 | 0.6 | 0.0 | 2.2 | -0.3 | 7.3 | -2.2 | 4.2
COc1ccc2c(c1)cc(C(=O)N[C@@H](Cc1ccccc1)C(=O)N[C@@H](C)C(=O)O)n2C | -0.9 | -1.1 | -1.5 | 0.3 | -0.6 | -0.5 | 1.8 | 0.9 | -2.0 | -2.0 | -1.9
Cc1ccc(-n2c(SCC(=O)OC(C)C)nnc2-c2cnccn2)cc1 | 3.5 | -1.4 | -3.4 | 0.6 | -1.1 | -0.4 | 1.8 | -0.6 | 2.6 | -1.9 | 1.9
FC(F)(F)c1cccc(Oc2cc(C(F)(F)F)nc(-c3ccccn3)n2)c1 | 1.4 | -1.4 | 0.5 | -0.4 | -0.6 | -0.5 | -2.7 | -0.6 | -3.0 | -0.5 | 0.3
Cc1nc2sc(-c3ccccc3)cc2c(=O)n1N | -0.8 | 0.0 | 16.8* | -0.4 | 6.7* | -1.9 | -6.6 | 4.7* | 1.3 | 4.5 | 0.9
